Bioassay records: PubChem, several laboratories
Shn3 inh set2: Schnurri-3 reporter inhibition in Clone20 osteoblasts; 0.52% of 360,000 active; Clone20 osteoblast Shn3 3'UTR firefly luciferase, 24 h; inhibition, % at 12.5 µM;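 active = mean inhibition of at least 75% with every replicate also reaching 75%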;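 also: 0% = median of neutral control wells and 100% = pilot-screen positive control compound; some compounds past the cut are filed as inactive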
KKLEB tox: counter-screen for CF NF-kB inhibitors: cytotoxicity. KKLEB CF airway cells viability, ATPlite luminescence, overnight; active compounds read low; cells stimulated with P. aeruginosa culture filtrate. AID 602141. 0.36% of 360,000 active. activity change (cytotoxicity), % at 5 µM;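 active = corrected activity change at or below -50% at 5 µM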
TRPM1 prom inh: reduces MITF-dependent TRPM1 promoter luciferase signal | SK-MEL-5 TRPM1 promoter luciferase, 24 h | inhibition, % at 12.5 µM | 0.83% of 330,000 active;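 active = mean inhibition across replicates of 60% or more, whatever share of single replicates reaches that level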; also: values of inactives mirror those of a sister screen read the other way
NR2E3 ag-1: human photoreceptor-specific nuclear receptor agonism; AID 602229; 0.35% of 360,000 active; inhibition of corepressor binding, % at 3.98 µM; CHO-S Gal4-NCOR/VP16-NR2E3 two-hybrid, luciferase;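 active = inhibition above the mean of all tested compounds plus 3 SD, cut at about 70% in these data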;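 also: 0% = DMSO with NR2E3 transfected cells and 100% = cells lacking NR2E3 construct; higher means lower luciferase signal from less NR2E3 corepressor binding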
Target sequence (Q9Y5X4 whole entry, looked up, the tested form may be a part): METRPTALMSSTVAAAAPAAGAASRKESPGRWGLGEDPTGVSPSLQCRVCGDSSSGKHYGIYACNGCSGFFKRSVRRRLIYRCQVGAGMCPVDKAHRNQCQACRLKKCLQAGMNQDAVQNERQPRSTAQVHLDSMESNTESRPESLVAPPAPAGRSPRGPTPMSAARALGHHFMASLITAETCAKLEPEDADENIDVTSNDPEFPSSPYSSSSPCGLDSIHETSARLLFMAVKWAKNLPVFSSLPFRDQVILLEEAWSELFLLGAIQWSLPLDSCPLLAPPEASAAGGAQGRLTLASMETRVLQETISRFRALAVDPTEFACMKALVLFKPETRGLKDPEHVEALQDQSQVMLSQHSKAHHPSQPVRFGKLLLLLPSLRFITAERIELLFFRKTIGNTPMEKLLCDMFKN
Peg3 promoter: reduces Peg3 promoter-driven luciferase expression in HeLa; 1.7% of 360,000 active; inhibition, % at 20 µM; HeLa PEG-Prom luciferase reporter, luminescence, overnight;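 active = inhibition of at least 50% at 20 µM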
TROY signal inh: inhibitors of TROY-dependent NF-kB signaling; Q293 LMP1-TROYcd NF-kB luciferase reporter, 4 h; inhibition, % at 10 µM; 0.98% of 360,000 active; AID 1347056;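 active = compounds whose plate-normalised and pattern-corrected inhibition of the luciferase reporter signal at the single screening dose is 50% or more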
NR2E3 ag-2: NR2E3 (human) agonism | 0.12% of 320,000 active | inhibition of corepressor binding, % at 4.78 µM | AID 2300 | Q9Y5X4 | GST-NR2E3/biotin-RetCOR TR-FRET, 1536-well;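 active = percent inhibition above the cutoff of mean plus 3 SD of all tested compounds, set per screening campaign, cut at about 20% in these data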;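 also: 0% = DMSO wells and 100% = biotin wells as full block of FRET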
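system = GST-tagged NR2E3 plus biotinylated RetCOR corepressor | input = 1.35 nM GST-NR2E3 | also added = 7 nM biotin-RetCOR | schedule = 5 h incubation at 4 °C | measured by = TR-FRET with europium anti-GST and streptavidin-D2, 340 nm excitation | read-out = percent loss of FRET ratio relative to control wells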
HIF-2a block: blocks HIF-2a reporter activity. inhibition, % at 18.8 µM. 0.72% of 360,000 active. AID 624352. 786-0 RCC cells HIF-2a reporter, luciferase luminescence, overnight;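 active = inhibition of the luminescence signal of 40% or more relative to plate controls, in a single-dose primary screen at 18.75 µM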
CF NFkB inh: inhibitors of cystic fibrosis induced NF-kB; KKLEB NF-kB-GFP reporter, PAF-induced, GFP fluorescence overnight; inhibition, % at 5 µM; 0.86% of 360,000 active; AID 588850;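 active = at least 50% inhibition at 5 µM, scaled per plate between neutral and stimulator controls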;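 also: PAF is a Pseudomonas aeruginosa culture filtrate used as stimulus; plate controls were PAF-stimulated DMSO wells for no effect and unstimulated DMSO wells for full effect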
TWEAK-Fn14 inh: TWEAK-Fn14 signaling inhibition. TWEAK-stimulated Fn14 reporter cells, luciferase luminescence, 8 h. inhibition, % at 10 µM. 2% of 360,000 active. AID 1159606; in the data active = inhibition above about 50%
TRAIL sens C8: caspase-8 TRAIL sensitization. NB7+C8 cells + TRAIL, ATPlite viability luminescence. inhibition (viability loss, TRAIL sensitization), % at 10 µM. 1% of 360,000 active;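 active = compounds causing at least 50% loss of cell viability in the single-dose screen, relative to plate controls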
* hit, by the source's call; . = no result given. An excerpt (hit frequency here may not be typical).

molecule	TRPM1 prom inh	HIF-2a block	Shn3 inh set2	TRAIL sens C8	NR2E3 ag-1	NR2E3 ag-2	Peg3 promoter	TROY signal inh	KKLEB tox	CF NFkB inh	TWEAK-Fn14 inh
O=C(Nc1cccc(-c2nnc(-c3ccccc3)o2)c1)C1CCCO1 (stereo not drawn)	-71	-298	-33	-10	-140	6	-257	-31	-6	-31	11
N#CC1=C(SCC(=O)c2ccc(Br)cc2)NC2=C(C(=O)CCC2)C1c1ccco1 (stereo not drawn)	11	-25	15	-1	-79	3	17	7	-5	7	16
CCN1CCCC1CNC(=O)c1ccc2c(c1)NC(=O)/C(=C\c1ccc(OC)c(OC)c1)S2 (stereo not drawn)	87*	21	1	9	-37	-1	40	3	5	-8	-59
O=C(COC(=O)c1ccc(Cl)nc1)Nc1c(Cl)cccc1C(F)(F)F	2	1	12	-16	31	6	-6	0	-6	-8	-12
Cc1cccc(NC(=O)c2nc[nH]c2C(=O)NCCCCCNC(=O)OC(C)(C)C)c1	18	-3	26	33	13	-2	28	16	3	-19	49
COC(=O)C1CC(O)CN1C(=O)Nc1cccc(C(F)(F)F)c1 (stereo not drawn)	6	10	4	-2	16	-4	0	-5	-1	9	-1
CCOC(=O)c1c(NC(=O)CSc2nc3ccccc3o2)sc(C(C)=O)c1C	9	-71	-21	7	-26	-2	-93	34	-6	-1	69*
Cc1ccnc(NS(=O)(=O)c2ccc(NC(=O)C34CC5CC(CC(C5)C3)C4)cc2)n1	0	13	77	-9	10	0	10	-28	0	-25	4
C=CCOc1cccn2c(N(C)C(=O)c3ccc(OC)cc3)c(CC)nc12	.	8	-11	-8	2	.	7	6	-13	17	13
C=CCn1c(=O)n(CCOC)c(=O)c2sc3ccccc3c21	13	20	-26	2	-17	-2	12	7	-11	-16	7
COc1cccc(NC(=O)CN(C)C(=O)c2cc(C)on2)c1	1	13	-10	-13	-1	-2	2	-8	14	-15	6
COc1ccccc1NC(=O)CSc1nnnn1C	-1	-3	-2	1	7	2	0	-14	5	-9	-20
Cc1ccc(S(=O)(=O)N2CCN(C(=O)c3c(-c4ccccc4)noc3C)CC2)cc1	14	-2	14	30	-33	2	13	-2	-1	-26	10
O=C(O)C1CCN(c2nc(-c3ccccc3)nc3c2oc2ccccc23)CC1	21	18	-5	-6	-31	0	37	-4	13	-1	1
Cc1ccc(NC(=O)Cc2cc(C(=O)O)c3ccccc3n2)c(C)c1	7	-23	69	10	-12	-4	44	43	16	41	52*
CNc1ccc(/C=C/C(=O)c2cccc3ccccc23)cc1[N+](=O)[O-]	-11	-63	22	10	0	-2	67*	-16	-36	14	13
Cc1ccsc1CN(C)C(=O)c1ccc(Oc2ccccc2)cc1	-30	-175	-19	-15	-12	0	-117	-53	7	-30	-36
O=C(COc1ccc(Cl)cc1Cl)NC(=S)N1CCCc2ccccc21	-18	-106	1	-29	-11	-1	-45	10	5	-20	58*
CCn1c(=O)c2c(cnn2C)c2ccccc21	-11	17	27	0	-28	1	4	43	-15	72*	58*
Cc1c(/C=N/NC(=O)C(C)(C)Oc2ccc(Cl)cc2)cnn1C	-2	3	-22	-8	-12	0	12	-10	2	3	0
CC(c1ccccn1)N(Cc1ccco1)C(=S)Nc1cccc(F)c1 (stereo not drawn)	2	0	-16	-1	3	-4	0	-13	-1	-11	-8
CC1=N/C(=C\c2ccc([N+](=O)[O-])cc2)C(=O)N1c1ccc(Br)c(C)c1	-4	-26	7	15	-22	3	-10	-27	-12	13	-5
CCCCOc1ccc(N(CC(=O)NC2CCCCC2)C(=O)CCC(=O)Nc2ccccn2)cc1	10	7	7	-1	-22	9	18	12	1	7	-1
COc1ccc(NC(=O)/C=C/C(=O)O)cc1Cl	8	6	-21	-8	-17	0	-2	1	2	-21	4
O=C(Cc1ccccc1)Nc1ccccc1C(=O)N1CCCCC1	-3	-3	0	-1	-35	-2	1	-8	19	-27	6
CCOc1cc(N2CCOCC2)c(OCC)cc1NC(=O)CN1C(=O)NC2(CCCCC2)C1=O	7	2	8	-9	12	1	0	12	-8	22	0
COc1ccccc1C(=O)n1nc(C)cc1C	-20	11	14	5	-31	0	0	7	3	-5	-1
Oc1oc(-c2cccc3ccccc23)nc1/C=N/c1nccs1	-4	7	-13	5	-17	1	4	-33	-2	-4	-9
O=C(/C=C/c1ccc2c(c1)OCO2)c1ccc(F)cc1	-60	-209	-32	19	-39	-1	-90	-85	-3	-16	-21
O=C(CNC(=O)c1cccc(F)c1)OCCOc1cccc(Cl)c1	1	-1	-4	0	14	-2	-2	-7	-24	6	-1

Carrying on:
molecule	TRPM1 prom inh	HIF-2a block	Shn3 inh set2	TRAIL sens C8	NR2E3 ag-1	NR2E3 ag-2	Peg3 promoter	TROY signal inh	KKLEB tox	CF NFkB inh	TWEAK-Fn14 inh
Cc1nc(-c2ccc(S(=O)(=O)Nc3cc(F)ccc3F)cc2)co1	-2	2	-6	13	2	-3	0	1	-16	4	-4
C=CCNC(=O)c1ccc(Cn2cc(C(F)(F)F)ccc2=O)cc1	11	11	-28	2	-1	2	4	-15	0	2	-6
CC(C)C[C@H](NC(=O)OCC1c2ccccc2-c2ccccc21)C(=O)O	-68	-256	-75	6	-18	.	-241	-51	-21	12	26
CC(C)[C@H](NC(=O)C1CCN(C(=O)[C@H](Cc2ccccc2)NC(=O)OC(C)(C)C)CC1)C(=O)O	0	19	1	-17	13	-1	24	9	-1	-9	16
CCOC(=O)C1CCN(C(=O)Cn2nc(C)n3nc(-c4ccc(CC)cc4)cc3c2=O)CC1	6	-11	28	26	-26	0	-43	-13	1	-1	-10
Cc1ccc(F)cc1NC(=O)c1sc2ncn(CC(=O)N3CCN(c4ccccn4)CC3)c(=O)c2c1C	-4	10	-2	-18	-13	1	-3	12	-2	1	-36
COc1ccccc1CNC(=O)c1cc2c(C)nn(Cc3ccc(F)cc3)c2s1	9	19	11	-1	-6	3	25	-1	-1	23	1
CN1CCN(c2nc3cc(N4CCOCC4)ccc3s2)CC1	.	-168	-17	-7	-75	.	-191	-54	-7	1	-13
CC(C)c1ccc(OCC(=O)NNC(=O)c2cnccn2)cc1	5	20	-6	11	19	0	6	-15	-3	-8	-6
Cc1cc(C)cc(CC(=O)N2CCC2(C)C(=O)NS(=O)(=O)c2ccccc2Cl)c1 (stereo not drawn)	.	6	-1	4	1	.	12	1	14	-15	26
CCC(C)NC(=O)C1CCC(=O)N(c2ccc3c(c2)OCO3)C1c1ccc(OC)cc1 (stereo not drawn)	11	6	-11	-4	1	-3	10	17	3	-28	15
COc1ccccc1OCCNC(=O)c1ccc2c(c1)OCCO2	-59	-139	-62	52*	-146	0	-261	-15	-4	18	20
Cc1ccc(-n2[nH]c(C)c(C=Nc3ccc(Br)cn3)c2=O)cc1	14	1	-13	4	13	0	8	7	-11	2	-22
CCOc1ccc(OCC(=O)NCCc2nc3ccccc3[nH]2)cc1	2	-26	-2	13	-4	5	-13	-19	-5	-11	8
CN1CCN(c2ccc(NC(=O)c3cccc(S(=O)(=O)N4CCCC4)c3)cc2)CC1	-15	5	5	4	12	-1	-9	-34	4	-12	-12
NC(=O)c1c(NC(=O)CN2CCOCC2)sc2c1CCC2	-10	-12	2	-10	0	2	-13	4	6	-13	-11
N#Cc1ccc(OCC(O)CS(=O)(=O)c2ccc(F)cc2)cc1 (stereo not drawn)	0	13	-14	27	9	1	10	-9	-10	14	-4
CC1CCCCN1S(=O)(=O)Cc1ccccc1Cl (stereo not drawn)	-6	10	-12	-11	-16	.	3	3	-8	-10	0
CCCCCCC(=O)Nc1nnc(CC)s1	-5	-37	-30	4	-14	-2	-10	-7	-11	1	-1
C=C(C)C1CC=C(C)/C(=N/NC(=O)CNc2ccc(C)cc2C)C1 (stereo not drawn)	-11	5	5	0	-37	3	5	-10	1	6	-5
CCOc1ccc(NC(=O)C23CC4CC(C2)CC(c2ccccc2)(C4)C3)cc1	-8	4	17	14	-10	4	-13	1	-4	6	6
CN(CCNC(=O)c1cn(C)c2ccc(S(=O)(=O)N(C)C)cc2c1=O)CCc1ccccc1	.	9	-3	6	-17	2	3	-12	-6	24	11
COc1cccc(C(=O)Nn2cnnc2)c1	12	10	0	1	-9	0	12	-5	-5	-10	-1
O=C(COc1cccnc1[N+](=O)[O-])Nc1ccc2c(c1)OCO2	-16	-63	30	3	21	-1	-76	-25	9	7	-9

Reprinted at random: 4 entries already listed.
molecule	TRPM1 prom inh	HIF-2a block	Shn3 inh set2	TRAIL sens C8	NR2E3 ag-1	NR2E3 ag-2	Peg3 promoter	TROY signal inh	KKLEB tox	CF NFkB inh	TWEAK-Fn14 inh
C=CCNC(=O)c1ccc(Cn2cc(C(F)(F)F)ccc2=O)cc1	11	11	-28	2	-1	2	4	-15	0	2	-6
CN(CCNC(=O)c1cn(C)c2ccc(S(=O)(=O)N(C)C)cc2c1=O)CCc1ccccc1	.	9	-3	6	-17	2	3	-12	-6	24	11
COc1cccc(C(=O)Nn2cnnc2)c1	12	10	0	1	-9	0	12	-5	-5	-10	-1
Cc1nc(-c2ccc(S(=O)(=O)Nc3cc(F)ccc3F)cc2)co1	-2	2	-6	13	2	-3	0	1	-16	4	-4
